D1 antag = blocks dopamine activation of the human D1 receptor; HEK293 TREx D1 cells, calcium flux, dopamine EC80; stronger effect = lower value; activity change, negative = inhibition, % at 10 µM; 360,000 compounds, 3.2% hits; AID 504652; in the data active = activity change below about -30%; also: % is scaled to controls: 0 for no effect and ±100 for the full control effect
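Tetracycline-induced HEK293 Trex D1 cells, force-coupled to calcium, dye-loaded; compounds added and read 180 s, then EC80 dopamine added and calcium flux tracked kinetically another 180 s.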
RXFP1 antagonist = RXFP1 (human) relaxin receptor antagonism | Q9HBX9 | HEK293-RXFP1, relaxin-stimulated cAMP HTRF, 30 min; stronger effect = lower value | activity change, negative = inhibition, % at 57.5 µM | 350,000 compounds, 0.59% hits;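 active = activity change of -60% or lower, but not beyond a set lower limit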; also: % is scaled to controls: 0 for no effect and ±100 for the full control effect
D1 PAM = potentiators of human D1 dopamine receptor. potentiation, % at 10 µM. 360,000 compounds, 0.036% hits. P21728. HEK293 TREx D1 cells, calcium flux, dopamine EC20 potentiation. AID 504651; in the data active = potentiation above about 30%; also: 0% is about no effect
D2 agonist = agonists of human D2 dopamine receptor; AID 485358; 340,000 compounds, 0.53% hits; activation, % at 2 µM; HEK293 T-REx D2 cells, calcium flux agonist mode;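 active = activation over 3 SD above normal in the single-dose calcium agonist read, cut at about 30% in these data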; also: 0% is about no effect
Target sequence (P14416 whole entry, looked up): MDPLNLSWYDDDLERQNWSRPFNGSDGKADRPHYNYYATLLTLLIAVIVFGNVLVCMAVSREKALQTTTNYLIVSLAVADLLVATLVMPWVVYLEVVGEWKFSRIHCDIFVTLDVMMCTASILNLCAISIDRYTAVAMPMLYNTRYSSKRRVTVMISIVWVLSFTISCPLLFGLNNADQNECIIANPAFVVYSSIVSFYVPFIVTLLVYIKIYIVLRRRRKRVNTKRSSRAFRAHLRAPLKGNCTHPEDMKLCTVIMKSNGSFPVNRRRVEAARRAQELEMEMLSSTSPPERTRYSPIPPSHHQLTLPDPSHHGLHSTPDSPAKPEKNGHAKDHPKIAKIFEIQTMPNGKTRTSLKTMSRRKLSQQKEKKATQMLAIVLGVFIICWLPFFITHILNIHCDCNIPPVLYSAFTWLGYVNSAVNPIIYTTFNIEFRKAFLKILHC
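Agonism scored from kinetic calcium signal (1 read/sec, 180 s) following compound pin transfer, after a 10 s baseline. Cells: HEK293 Trex line expressing inducible D2 receptor coupled to calcium, dye-loaded after overnight culture at 30 C.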
D1 agonist = agonists of human D1 dopamine receptor | AID 504660 | P21728 | 360,000 compounds, 1% hits | activation, % at 2 µM | HEK293 T-REx D1 cells, calcium flux, agonist mode; also: 0% is about no effect
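Agonism was scored from calcium flux recorded over 180 s (1 read/s) after pintool compound addition, following a 10-cycle baseline. Cells were inducible force-coupled HEK293 TREx D1, plated overnight at 30 C and loaded with no-wash calcium dye.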
TRHR ag = TRH receptor (human) agonism. P34981. activation, % at 2 µM. TRHR cells, calcium flux fluo-8, FDSS agonist mode. 360,000 compounds, 0.18% hits; also: 0% is about no effect
Target sequence (P34981 whole entry, looked up): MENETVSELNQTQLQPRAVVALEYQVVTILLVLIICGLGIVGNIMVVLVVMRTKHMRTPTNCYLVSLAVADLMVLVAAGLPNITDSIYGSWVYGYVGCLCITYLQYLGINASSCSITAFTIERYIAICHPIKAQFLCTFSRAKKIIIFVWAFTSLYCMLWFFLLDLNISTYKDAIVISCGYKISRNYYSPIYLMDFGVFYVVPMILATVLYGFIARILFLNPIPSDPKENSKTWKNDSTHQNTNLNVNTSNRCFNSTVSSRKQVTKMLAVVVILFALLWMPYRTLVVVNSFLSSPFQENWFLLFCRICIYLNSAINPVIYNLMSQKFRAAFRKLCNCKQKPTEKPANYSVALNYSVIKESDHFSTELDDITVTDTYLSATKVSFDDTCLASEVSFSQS
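TRHR-expressing cells loaded with fluo-8 calcium dye; 23 nL library compound pin-transferred, kinetic FDSS fluorescence (Ex 480/Em 530) recorded about 180 s for agonist-induced calcium release, before a 10 nM TRH EC20 addition for potentiator mode.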
TRHR PAM = allosterically enhances the human TRH receptor. AID 493056. enhancement, % at 2 µM. TRHR cells, fluo-8 calcium fluorescence, EC20 TRH enhancement. 360,000 compounds, 0.66% hits. P34981; in the data active = enhancement above about 30%; also: 0% is about no effect
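TRHR-expressing cells loaded with fluo-8 calcium dye were read kinetically (ex 480/em 530) during compound addition, then stimulated with an EC20 of TRH (10 nM final). Enhancement of the Gq-mediated intracellular calcium response was scored.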
D2 PAM = positive allosteric modulators of human D2 dopamine receptor | 340,000 compounds, 0.34% hits | potentiation, % at 10 µM | HEK293 T-REx D2, calcium flux, EC20 dopamine potentiation;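 active = potentiation over 3 SD above the plate norm, cut at about 30% in these data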; also: 0% is about no effect
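Tetracycline-induced HEK293 T-REx cells force-coupled to calcium signalling expressed D2; compounds were pin-added after a 10 s baseline, read kinetically 180 s, then an EC20 dopamine challenge followed with a further 180 s calcium read.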
D2 antagonist = antagonizes the human D2 dopamine receptor; HEK293 TREx D2 cells, calcium flux, dopamine EC80; inhibition, % at 10 µM; 340,000 compounds, 2% hits; AID 485344; in the data active = inhibition above about 30%; also: 0% is about no effect
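Dopamine at EC80 is the agonist stimulus; test compounds precede it by 180 s. Calcium flux read kinetically in a force-coupled, inducible HEK293 T-REx D2 cell line.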
An asterisk follows results filed as active; nt = no result given. Rule as the data show it, unless noted: active = activation above about 30%; inactive = the rest.

The first 8 entries, to show the layout:
Assay codes: A = D1 antag; B = RXFP1 antagonist; C = D1 PAM; D = D2 agonist; E = D1 agonist; F = TRHR ag; G = TRHR PAM; H = D2 PAM; I = D2 antagonist
1) CC(=O)NC(CC(=O)NCCc1ccccc1)c1ccccc1 (stereo not drawn)
  A: 41; B: -2; C: -2; D: 0.7; E: 6; F: 0.2; G: -1; H: 10; I: 0
2) S=C1SCN(CC2CC2)CN1CC1CC1
  A: -29; B: -18; C: -1; D: -0.2; E: 2; F: 1.0; G: 8; H: 2; I: -1
3) COc1ccc(Cl)cc1NC(=O)c1cnc(SC)nc1-c1ccccc1
  A: 15; B: -10; C: -3; D: -1.3; E: 0; F: -0.3; G: 5; H: -8; I: nt
4) Cc1cc(NC(=O)CCC(=O)N(C(C(=O)NC(C)(C)C)c2ccccc2Cl)C(C)(C)C)no1 (stereo not drawn)
  A: 3; B: 4; C: nt; D: 0.3; E: 0; F: 0.5; G: 9; H: -2; I: -17
5) COc1ccc(Nc2c3c(nc4ccccc24)CCC3)cc1Cl
  A: -7; B: nt; C: 0; D: nt; E: 3; F: -0.5; G: -6; H: 1; I: nt
6) COc1ccc(/C=N/NC(=O)c2ccc(=O)n(C)c2)cc1OC
  A: 8; B: -1; C: -1; D: 0.4; E: 2; F: 2.9; G: 1; H: 9; I: -9
7) CCCCOc1ccccc1-c1cc(C(=O)O)[nH]n1
  A: -15; B: -7; C: -2; D: -1.3; E: 3; F: -0.3; G: 15; H: 3; I: 1
8) CCSC1=C(C#N)C2(CCCC2)C(C#N)=C(N)N1
  A: 5; B: 9; C: -1; D: 0.1; E: 17; F: -0.8; G: 3; H: 3; I: -3

The whole of this part, previewed entries included:
Assay codes: A = D1 antag; B = RXFP1 antagonist; C = D1 PAM; D = D2 agonist; E = D1 agonist; F = TRHR ag; G = TRHR PAM; H = D2 PAM; I = D2 antagonist
1) CC(=O)NC(CC(=O)NCCc1ccccc1)c1ccccc1 (stereo not drawn)
  A: 41; B: -2; C: -2; D: 0.7; E: 6; F: 0.2; G: -1; H: 10; I: 0
2) S=C1SCN(CC2CC2)CN1CC1CC1
  A: -29; B: -18; C: -1; D: -0.2; E: 2; F: 1.0; G: 8; H: 2; I: -1
3) COc1ccc(Cl)cc1NC(=O)c1cnc(SC)nc1-c1ccccc1
  A: 15; B: -10; C: -3; D: -1.3; E: 0; F: -0.3; G: 5; H: -8; I: nt
4) Cc1cc(NC(=O)CCC(=O)N(C(C(=O)NC(C)(C)C)c2ccccc2Cl)C(C)(C)C)no1 (stereo not drawn)
  A: 3; B: 4; C: nt; D: 0.3; E: 0; F: 0.5; G: 9; H: -2; I: -17
5) COc1ccc(Nc2c3c(nc4ccccc24)CCC3)cc1Cl
  A: -7; B: nt; C: 0; D: nt; E: 3; F: -0.5; G: -6; H: 1; I: nt
6) COc1ccc(/C=N/NC(=O)c2ccc(=O)n(C)c2)cc1OC
  A: 8; B: -1; C: -1; D: 0.4; E: 2; F: 2.9; G: 1; H: 9; I: -9
7) CCCCOc1ccccc1-c1cc(C(=O)O)[nH]n1
  A: -15; B: -7; C: -2; D: -1.3; E: 3; F: -0.3; G: 15; H: 3; I: 1
8) CCSC1=C(C#N)C2(CCCC2)C(C#N)=C(N)N1
  A: 5; B: 9; C: -1; D: 0.1; E: 17; F: -0.8; G: 3; H: 3; I: -3
9) CC1=C(C(=O)Nc2ccc(C)cc2)C(c2ccc(N(C)C)cc2)NC(=O)N1 (stereo not drawn)
  A: -1; B: -7; C: 0; D: 0.4; E: 0; F: -0.1; G: -4; H: 4; I: 11
10) O=C(Nc1ccc(NC(=O)c2ccccc2F)cn1)c1ccco1
  A: 1; B: -15; C: 2; D: nt; E: 2; F: 0.2; G: 4; H: nt; I: nt
11) O=C(CCCCCNC(=O)N1CCn2c1nc1ccccc12)NCc1ccc(Cl)cc1
  A: 13; B: -16; C: -5; D: -1.2; E: 1; F: -0.5; G: -9; H: 9; I: -2
12) CN(C(=O)C1CCC(=O)N(CCCN2CCCC2=O)C1)C(C1CC1)C1CC1 (stereo not drawn)
  A: 0; B: -10; C: -1; D: 0.1; E: 0; F: 0.5; G: -4; H: 2; I: -8
13) CC1CCCCC1NC(=O)COC(=O)c1ccccn1 (stereo not drawn)
  A: 0; B: 3; C: -1; D: 0.5; E: 3; F: 0.0; G: -1; H: 8; I: -16
14) Cc1nc(SCc2ccccc2)c(C(F)(F)F)c(=O)[nH]1
  A: 6; B: -7; C: -6; D: -0.5; E: 4; F: 0.0; G: 1; H: 7; I: -9
15) CC(C)(C)C(=O)Nc1nnc(SCC(=O)NC2CCCCC2)s1
  A: 1; B: -3; C: -1; D: -0.2; E: 2; F: 0.4; G: 2; H: 2; I: -10
16) COc1ccc(-c2nc(CS(=O)CC(=O)NCCCN3CCCC(C)C3)c(C)o2)cc1OC (stereo not drawn)
  A: 5; B: -24; C: 3; D: -0.2; E: 1; F: -0.4; G: -8; H: 3; I: 7
17) CCOC(=O)c1c(C)n(S(=O)(=O)c2ccc(C)cc2)c2ccc(O)c(C(=O)O)c12
  A: 11; B: -25; C: 4; D: 0.6; E: 2; F: 0.7; G: 9; H: 6; I: -14
18) CCc1ccc2c(CC(=O)Nc3cccc(S(=O)(=O)N4CCOCC4)c3)coc2c1
  A: -27; B: 5; C: -3; D: -0.7; E: 8; F: 0.9; G: -3; H: 17; I: 0
19) O=c1c2ccccc2nc(-c2ccccc2)n1/N=C/c1ccc([N+](=O)[O-])cc1
  A: -11; B: -19; C: -1; D: 0.1; E: 0; F: 0.7; G: 18; H: -1; I: 7
20) O=C(COc1ncnc2cc([N+](=O)[O-])ccc12)NCc1ccc2c(c1)OCO2
  A: -11; B: -11; C: 8; D: 1.3; E: 0; F: 0.1; G: -10; H: 2; I: 3

Other entries.
| nr | mol | D1 antag | RXFP1 antagonist | D1 PAM | D2 agonist | D1 agonist | TRHR ag | TRHR PAM | D2 PAM | D2 antagonist |
| --- | --- | --- | --- | --- | --- | --- | --- | --- | --- | --- |
| 21 | CCC1C(=O)N=C(SCC(=O)Nc2ccc(Br)cn2)NC1=O (stereo not drawn) | 0 | -2 | -1 | 0.3 | 0 | 0.3 | -8 | -1 | -7 |
| 22 | Cc1ccccc1NS(=O)(=O)c1ccc2[nH]cc(C(=O)NC3CCCCC3)c(=O)c2c1 | -43* | -2 | -8 | 0.8 | 3 | 0.4 | -4 | -3 | nt |
| 23 | O=C(Nc1cc2c3c(c1)CC(=O)N3CCC2)c1ccc(F)cc1 | -5 | -10 | 3 | -0.1 | 0 | -0.5 | 3 | -15 | -13 |
| 24 | O=C(CN1CCCC1)Nc1ccc2c(c1)CCC2 | 11 | -13 | 6 | -1.1 | 2 | 0.0 | -1 | -3 | -20 |
| 25 | Cn1c(CNc2ccccc2)nc2ccccc21 | 2 | -10 | -6 | -0.5 | 1 | -0.8 | -3 | 0 | -2 |
| 26 | CC(=O)c1ccc(OCC(O)CN2C(C)CCCC2C)cc1 (stereo not drawn) | -26 | 8 | -1 | 1.1 | 2 | 0.9 | -3 | -11 | -6 |
| 27 | CC(=O)N1CCc2cc(S(=O)(=O)N3CCc4ccccc4C3)ccc21 | -3 | 15 | -2 | 0.5 | 5 | -0.1 | -6 | -9 | 20 |
| 28 | O=C1C2Sc3[nH]c(=O)sc3C(c3ccccc3)C2C(=O)N1c1ccc(Cl)cc1 (stereo not drawn) | 0 | -19 | 1 | nt | 0 | -0.5 | 10 | nt | nt |
| 29 | O=C(NC1CCC1)C1CCC(=O)N(Cc2cccc(F)c2)C1 (stereo not drawn) | -12 | 3 | 0 | 0.5 | 1 | -0.1 | 1 | 9 | 4 |
| 30 | Cc1cc(N2CCN(C)CC2)ccc1NC(=O)c1cccc(S(=O)(=O)N2CCc3ccccc3C2)c1 | -87* | -10 | -12 | nt | 16 | 0.2 | -2 | 7 | nt |
| 31 | CCOc1ccccc1NC(=O)CSc1nnc(N)s1 | 10 | -9 | -1 | -2.4 | 0 | -0.9 | 2 | nt | nt |
| 32 | O=C(NCc1cccs1)C1CCN(S(=O)(=O)c2cccc([N+](=O)[O-])c2)CC1 | -4 | 26 | -7 | -0.8 | 1 | 0.8 | 17 | 16 | -21 |
| 33 | O=C(COC(=O)c1ccco1)NCc1ccccc1Cl | 3 | 8 | -4 | -0.2 | 4 | 0.1 | 5 | 4 | -9 |
| 34 | O=C(CC(SCCO)c1ccc2c(c1)OCO2)c1cccs1 (stereo not drawn) | -21 | -6 | -7 | 1.8 | 3 | 0.6 | 0 | 5 | -10 |
| 35 | Cc1ccc(CC2(O)CC(C)N(C)CC2C)c(C)c1 (stereo not drawn) | -11 | 4 | 1 | -0.1 | 5 | 0.5 | -2 | -12 | 1 |
| 36 | CCn1c(=O)c2sccc2n2c(CCCC(=O)NC3CCN(Cc4ccccc4)CC3)nnc12 | 6 | -10 | 3 | 0.1 | 2 | 0.1 | 1 | 9 | 13 |
| 37 | COc1ccccc1-n1ccnc(SCC(=O)NC2CCCCC2)c1=O | 10 | -10 | 4 | -0.2 | 15 | 0.1 | 3 | -4 | -1 |
| 38 | COc1ccccc1Oc1ccc(NC(=O)c2ccccc2C)cc1 | 16 | -12 | -2 | -0.5 | -1 | 0.1 | -4 | 1 | 6 |
| 39 | CC1=C(c2ccc(C)cc2)S(=O)(=O)NC1=NCCCN1CCN(c2ccccc2F)CC1 | 8 | -35 | -2 | -1.2 | -2 | -0.4 | -1 | -6 | nt |
| 40 | COc1cccc(CNCCSc2nnnn2-c2ccccc2)c1OC | 6 | -1 | -1 | -1.9 | 18 | -0.1 | -7 | -21 | nt |
| 41 | CC(=O)N1CCC(=NNc2ccc(S(=O)(=O)N3CCOCC3)cc2[N+](=O)[O-])CC1 | -20 | nt | 1 | 1.0 | -2 | 0.4 | -3 | -5 | -7 |
| 42 | O=C(O)c1cccnc1SC1CC(=O)N(c2cccc3ccccc23)C1=O (stereo not drawn) | -13 | nt | -4 | -0.9 | 5 | -0.1 | 1 | -2 | 7 |
| 43 | COc1ccc(Cn2ccc3nc(C)c(C(=O)NCc4cccc(OC)c4)cc3c2=O)cc1 | -9 | -6 | 2 | 1.3 | 0 | -0.7 | 4 | 8 | nt |
| 44 | COc1ccc(Br)cc1/C=N/Nc1ccccn1 | 6 | 9 | -2 | 0.7 | 5 | 1.3 | -1 | -8 | 26 |
| 45 | Cc1ccc(S(=O)(=O)N2CCCC2C(=O)N(C)Cc2cccs2)cc1 (stereo not drawn) | -10 | 5 | 3 | -1.4 | 12 | -0.2 | 3 | 4 | 5 |
| 46 | CC/C(=N/Nc1cccc(C)c1)c1cnnc(SC)n1 | -9 | 5 | -3 | -1.5 | 5 | -0.3 | -6 | -6 | 7 |
| 47 | COC(=O)c1ccc(C(=O)Nc2cc(Cl)ccc2Cl)cc1NC(=O)c1ccccc1C | -6 | 8 | 2 | -0.4 | 1 | 0.6 | 17 | 8 | -7 |
| 48 | COc1ccc(-c2noc(CN3CCCCC3c3nccn3C)n2)cc1 (stereo not drawn) | 1 | 28 | 0 | 0.8 | 1 | 0.9 | 3 | -3 | 9 |
| 49 | CC1CCN(CCNC(=S)Nc2ccc(Cl)cc2)CC1 | 2 | -22 | -2 | 1.2 | 24 | 3.5 | -8 | -15 | 31* |
| 50 | O=c1c2ccc([N+](=O)[O-])c3cccc(c32)c2nc3ccccc3n12 | -11 | nt | -6 | 0.7 | 8 | 2.8 | -5 | -4 | -18 |

Screens from PubChem BioAssay.
